CHRM5 antagonist: CHRM5 antagonism in calcium assay. CHO-hM5 cells, Fluo-8 calcium fluorescence, ACh EC80. inhibition, % at 3 µM. AID 624040. hit rate 0.59% among 360,000. P08912;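 active means inhibition above a per-plate cutoff, the mean of that plate's test compounds plus 3 SD, cut at about 27% in these data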;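 further: 0% = acetylcholine EC80 with DMSO and 100% = DMSO without agonist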
Target sequence (P08912 whole entry, looked up): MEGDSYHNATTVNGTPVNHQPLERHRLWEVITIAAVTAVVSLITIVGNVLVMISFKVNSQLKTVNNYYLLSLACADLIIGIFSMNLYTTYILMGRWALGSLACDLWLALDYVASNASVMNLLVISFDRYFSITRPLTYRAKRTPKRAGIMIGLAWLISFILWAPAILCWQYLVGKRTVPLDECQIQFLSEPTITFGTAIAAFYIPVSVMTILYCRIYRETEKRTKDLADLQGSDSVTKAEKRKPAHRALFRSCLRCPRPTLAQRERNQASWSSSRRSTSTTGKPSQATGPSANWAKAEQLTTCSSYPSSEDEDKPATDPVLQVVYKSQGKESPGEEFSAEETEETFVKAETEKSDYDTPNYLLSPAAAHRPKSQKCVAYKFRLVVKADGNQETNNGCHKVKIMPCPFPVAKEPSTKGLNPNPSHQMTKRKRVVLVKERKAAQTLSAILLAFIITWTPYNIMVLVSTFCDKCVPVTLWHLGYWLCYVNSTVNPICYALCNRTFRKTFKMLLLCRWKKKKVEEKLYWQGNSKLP
CHRM4 agonist: agonists of human muscarinic M4 receptor (CHRM4) | P08173 | CHO-K1 hM4/Gqi5, Fluo-8 calcium fluorescence; vehicle 0%, full acetylcholine response 100% | activation, % at 3 µM | hit rate 0.14% among 360,000;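 active means activation above the run mean over all test wells plus 3 SD, cut at about 32% in these data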;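 further: peak over basal fluorescence ratio per well then scaled between controls; 0% = DMSO wells and 100% = acetylcholine at EC100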
Target sequence (P08173 whole entry, looked up): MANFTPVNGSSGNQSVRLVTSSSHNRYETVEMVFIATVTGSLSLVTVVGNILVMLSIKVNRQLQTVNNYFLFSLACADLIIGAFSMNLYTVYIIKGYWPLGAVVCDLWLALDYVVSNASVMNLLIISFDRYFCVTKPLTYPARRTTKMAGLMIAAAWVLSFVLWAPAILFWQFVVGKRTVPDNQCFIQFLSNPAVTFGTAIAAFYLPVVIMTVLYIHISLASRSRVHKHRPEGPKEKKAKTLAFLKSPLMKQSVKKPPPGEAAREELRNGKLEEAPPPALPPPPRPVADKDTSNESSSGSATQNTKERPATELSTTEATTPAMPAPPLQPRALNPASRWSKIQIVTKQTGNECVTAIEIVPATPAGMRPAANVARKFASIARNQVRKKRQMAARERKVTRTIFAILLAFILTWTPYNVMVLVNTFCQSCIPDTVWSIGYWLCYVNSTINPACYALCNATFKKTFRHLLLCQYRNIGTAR
CHRM4 PAM: potentiates acetylcholine response at human M4 receptor. activation, % at 3 µM. P08173. CHO-K1 hM4/Gqi5, Fluo-8 calcium fluorescence, ACh EC20; 0% = ACh EC20, 100% = maximal ACh. hit rate 0.4% among 360,000. AID 624126;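 active means activation above its plate's cutoff, the mean activation of sample wells plus 3 SD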; further: some results filed as inactive read as strong as hits
CHO-K1 Ca antag: counter-screen for M1 antagonists: effect in parental CHO-K1 cells; inhibition, % at 3 µM; hit rate 0.6% among 360,000; ATP-induced calcium, Fluo-8 fluorescence;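 active means inhibition above a per-plate cutoff, the plate's mean sample inhibition plus 3 SD, cut at about 24% in these data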;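 further: 0% = DMSO plus EC80 ATP and 100% = DMSO alone without ATP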
CHRM4 antagonist: CHRM4 antagonism in calcium assay; P08173; CHO-hM4 cells, ACh EC80, Fluo-8 calcium fluorescence; inhibition, % at 3 µM; hit rate 0.73% among 360,000; AID 624125;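 active means inhibition above its plate's cutoff, the mean inhibition of sample wells plus 3 SD, cut at about 27% in these data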;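 further: 0% = acetylcholine EC80 with DMSO and 100% = DMSO without agonist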
M5 PAM: positive allosteric modulators of human muscarinic M5 receptor | P08912 | CHO-K1 hM5, Fluo-8 calcium, ACh EC20 PAM; 0% = ACh EC20, 100% = ACh EC100 | activation, % at 3 µM | hit rate 0.3% among 360,000 | AID 624038;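 active means activation above the run cutoff, the mean activation of all test compounds plus 3 SD, cut at about 18% in these data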
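Measured by: Fluo-8 calcium fluorescence; material: human M5 receptor in CHO-K1 cells; schedule: Post-acetylcholine fluorescence recording 140 s; benchmarks: low control EC20 acetylcholine (0%), high control EC100 acetylcholine (100%); read-out: Max/basal fluorescence ratio as % of EC20–EC100 ACh window; compound: single dose, 3 µM nominal final test concentration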
CHO-K1 Ca PAM: M1 PAM counterscreen hit in parental CHO-K1 cells; ATP EC20, Fluo-8 calcium fluorescence; 0% at ATP EC20, 100% at ATP max; activation, % at 3 µM; hit rate 0.02% among 360,000;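 active means activation above the run cutoff, the mean activation of all test compounds plus 3 SD, cut at about 40% in these data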;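 further: peak over basal fluorescence ratio in a 140 s read after ATP addition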
M1 ag parental: counter-screen for M1 agonists: effect in parental CHO-K1 cells | Fluo-8 calcium fluorescence; scaled to maximal ATP response, vehicle zero | hit rate 0.48% among 360,000 | activation, % at 3 µM; in the data active means activation above about 15%;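 further: untransfected CHO-K1 host cells lacking M1 receptor as counterscreen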
CHRM5 agonist: agonists of human muscarinic M5 receptor (CHRM5); CHO-K1 hM5 cells, Fluo-8 calcium fluorescence; 0% DMSO wells, 100% maximal acetylcholine response; AID 624037; hit rate 0.19% among 360,000; P08912; activation, % at 3 µM;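 active means activation above the run's mean over test compounds plus 3 SD, cut at about 23% in these data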;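 further: signal is peak over basal fluorescence ratio across the kinetic read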
* = called active by the depositor; & = joins results of further samples.

Results for CCC1Nc2ncnc(N3CCCCC3)c2N(Cc2ccc(C)cc2)C1=O (stereo unspecified) ?
CHRM5 antagonist: 2&1; CHRM4 agonist: 1&-1; CHRM4 PAM: -9&-3; CHO-K1 Ca antag: -6&8; CHRM4 antagonist: 5&4; M5 PAM: -1&-5; CHO-K1 Ca PAM: 11&1; M1 ag parental: 0.3&0.1; CHRM5 agonist: -11&-6

What do the screens show for `CC1(C)CC(=O)c2cc(N=C/C(C(=O)c3ccccc3)=C(\O)c3ccccc3)c(=O)oc2C1`?
CHRM5 antagonist: 9; CHRM4 agonist: -1; CHRM4 PAM: -3; CHO-K1 Ca antag: -8; CHRM4 antagonist: 5; M5 PAM: -1; CHO-K1 Ca PAM: 3; M1 ag parental: -1.0; CHRM5 agonist: 1

Results for CCCOc1ccc(-c2nc(C#N)c(NCCCn3ccnc3)o2)cc1 ?
CHRM5 antagonist: -9; CHRM4 agonist: 0; CHRM4 PAM: 12; CHO-K1 Ca antag: -19; CHRM4 antagonist: -4; M5 PAM: 8; CHO-K1 Ca PAM: 8; M1 ag parental: 0.7; CHRM5 agonist: -5

Results for C[C@@H](C(=O)Nc1nc2ccccc2s1)N1C(=O)C2CC=CCC2C1=O (stereo partly specified) ?
CHRM5 antagonist: 8; CHRM4 agonist: 1; CHRM4 PAM: 8; CHO-K1 Ca antag: -10; CHRM4 antagonist: -2; M5 PAM: 4; CHO-K1 Ca PAM: -11; M1 ag parental: 1.4; CHRM5 agonist: -3

What do the screens show for `Cc1ccc(NC(=O)CSc2nnc(N)s2)cc1S(=O)(=O)N1CCCCC1`?
CHRM5 antagonist: 15; CHRM4 agonist: 2; CHRM4 PAM: -2; CHO-K1 Ca antag: 2; CHRM4 antagonist: 1; M5 PAM: -3; CHO-K1 Ca PAM: 6; M1 ag parental: 3.0; CHRM5 agonist: -2

Results for Cc1ccc(C(=O)NC2CC3CCCC(C2)N3Cc2ccccc2)cc1 (stereo unspecified) ?
CHRM5 antagonist: 8; CHRM4 agonist: 0; CHRM4 PAM: 2; CHO-K1 Ca antag: -4; CHRM4 antagonist: 4; M5 PAM: 4; CHO-K1 Ca PAM: 5; M1 ag parental: 0.0; CHRM5 agonist: -18

Results for CCOC(=O)C(/C=C(\C#N)C(=O)OCC)=C(/N)N1CCN(c2ccc(OC)cc2)CC1 ?
CHRM5 antagonist: -1; CHRM4 agonist: 1; CHRM4 PAM: -5; CHO-K1 Ca antag: -5; CHRM4 antagonist: -1; M5 PAM: 6; CHO-K1 Ca PAM: 7; M1 ag parental: -0.1; CHRM5 agonist: 3

What do the screens show for `Cn1c(-c2ccc(F)cc2)cnc1NCc1ccc(F)cc1`?
CHRM5 antagonist: -4; CHRM4 agonist: 0; CHRM4 PAM: -10; CHO-K1 Ca antag: -18; CHRM4 antagonist: 16; M5 PAM: 4; CHO-K1 Ca PAM: 4; M1 ag parental: 0.2; CHRM5 agonist: -13

Results for N#CCCCn1c(-c2ccccc2)noc1=O ?
CHRM5 antagonist: -2; CHRM4 agonist: 1; CHRM4 PAM: 9; CHO-K1 Ca antag: -17; CHRM4 antagonist: 10; M5 PAM: 2; CHO-K1 Ca PAM: 12; M1 ag parental: 0.6; CHRM5 agonist: 2

How did O=C1CC(c2ccc(Cl)cc2)SC(N(c2ccccc2)c2ccccc2)=N1 (stereo unspecified) do in these assays?
CHRM5 antagonist: 3; CHRM4 agonist: 0; CHRM4 PAM: -6; CHO-K1 Ca antag: -4; CHRM4 antagonist: 6; M5 PAM: 2; CHO-K1 Ca PAM: 24; M1 ag parental: 0.3; CHRM5 agonist: 0

How did CCOc1cc(CNC(C)C)c(Cl)cc1OCC(=O)NCCc1ccccc1 do in these assays?
CHRM5 antagonist: 3; CHRM4 agonist: 1; CHRM4 PAM: -3; CHO-K1 Ca antag: 1; CHRM4 antagonist: 9; M5 PAM: -2; CHO-K1 Ca PAM: 5; M1 ag parental: 0.8; CHRM5 agonist: -2

Results for Cc1ccccc1OCCC(=O)OCC(=O)Nc1c(C)nn(-c2ccccc2)c1C ?
CHRM5 antagonist: -1; CHRM4 agonist: 14; CHRM4 PAM: -6; CHO-K1 Ca antag: -4; CHRM4 antagonist: -6; M5 PAM: -12; CHO-K1 Ca PAM: -11; M1 ag parental: 7.4; CHRM5 agonist: 5

How did Fc1ccc(-n2c(-c3ccc4c(c3)OCO4)n[nH]c2=S)cc1Cl do in these assays?
CHRM5 antagonist: -3; CHRM4 agonist: 0; CHRM4 PAM: 6; CHO-K1 Ca antag: -5; CHRM4 antagonist: 1; M5 PAM: 4; CHO-K1 Ca PAM: 24; M1 ag parental: 0.3; CHRM5 agonist: -4

How did COc1cccc2cc(C(=O)NCC3CCCO3)c(=O)oc12 (stereo unspecified) do in these assays?
CHRM5 antagonist: -4; CHRM4 agonist: 1; CHRM4 PAM: 3; CHO-K1 Ca antag: -8; CHRM4 antagonist: -7; M5 PAM: 1; CHO-K1 Ca PAM: 20; M1 ag parental: 0.3; CHRM5 agonist: 0

Results for O=C(Nc1ccc(-c2nc3ccccc3c(=O)o2)cc1)c1ccco1 ?
CHRM5 antagonist: -3; CHRM4 agonist: -3; CHRM4 PAM: 5; CHO-K1 Ca antag: 17; CHRM4 antagonist: 1; M5 PAM: -2; CHO-K1 Ca PAM: -15; M1 ag parental: -0.5; CHRM5 agonist: 3

Results for CC(C)C1N=C2c3ccccc3N=C(SCc3cc(=O)n4cc(Cl)ccc4n3)N2C1=O (stereo unspecified) ?
CHRM5 antagonist: -7; CHRM4 agonist: 1; CHRM4 PAM: 12; CHO-K1 Ca antag: -9; CHRM4 antagonist: -11; M5 PAM: 3; CHO-K1 Ca PAM: 9; M1 ag parental: -0.3; CHRM5 agonist: -1

Results for CCOC(=O)c1cc2sc(C)cc2n1CC(=O)NCCc1ccccc1 ?
CHRM5 antagonist: 8; CHRM4 agonist: 0; CHRM4 PAM: -1; CHO-K1 Ca antag: -13; CHRM4 antagonist: -1; M5 PAM: 0; CHO-K1 Ca PAM: 3; M1 ag parental: 1.4; CHRM5 agonist: -4

Results for COC(=O)C1(C)COP(=O)(NC23CC4CC(CC(C4)C2)C3)OC1 (stereo unspecified) ?
CHRM5 antagonist: -2; CHRM4 agonist: 1; CHRM4 PAM: 0; CHO-K1 Ca antag: -3; CHRM4 antagonist: -6; M5 PAM: -6; CHO-K1 Ca PAM: -6; M1 ag parental: 0.0; CHRM5 agonist: 5

Results for CCc1cc(=O)oc2c3c(cc(OCC(=O)NCc4ccco4)c12)OC(C)(C)CC3 ?
CHRM5 antagonist: 6; CHRM4 agonist: 6; CHRM4 PAM: -4; CHO-K1 Ca antag: -3; CHRM4 antagonist: -5; M5 PAM: -9; CHO-K1 Ca PAM: 7; M1 ag parental: 2.2; CHRM5 agonist: -2

Results for [O-]c1n[n+](-c2ccc(Cl)cc2Cl)cc2ccccc12 ?
CHRM5 antagonist: -4; CHRM4 agonist: 0; CHRM4 PAM: 14; CHO-K1 Ca antag: -7; CHRM4 antagonist: -10; M5 PAM: 18; CHO-K1 Ca PAM: 22; M1 ag parental: -0.8; CHRM5 agonist: 2

How did CC(=O)N(C)c1ccc(N=C2C(=O)Nc3ccccc32)cc1 do in these assays?
CHRM5 antagonist: 5; CHRM4 agonist: 0; CHRM4 PAM: -1; CHO-K1 Ca antag: -5; CHRM4 antagonist: 9; M5 PAM: 0; CHO-K1 Ca PAM: 4; M1 ag parental: 0.3; CHRM5 agonist: -2

What do the screens show for `COC(=O)[C@@]1(Cc2ccc(OC)cc2)[C@H]2c3cc(C(=O)N(C)C)[nH]c3C[C@H]2CN1C(=O)c1ccccc1`?
CHRM5 antagonist: -1; CHRM4 agonist: 2; CHRM4 PAM: 8; CHO-K1 Ca antag: 2; CHRM4 antagonist: -3; M5 PAM: -1; CHO-K1 Ca PAM: -9; M1 ag parental: 0.8; CHRM5 agonist: 3

How did COc1ccc(CCNC(=O)C(=O)NCC2OCCN2S(=O)(=O)c2ccc(OC)c(C)c2)cc1 (stereo unspecified) do in these assays?
CHRM5 antagonist: 1; CHRM4 agonist: 20; CHRM4 PAM: -5; CHO-K1 Ca antag: -2; CHRM4 antagonist: 0; M5 PAM: -4; CHO-K1 Ca PAM: 12; M1 ag parental: 6.5; CHRM5 agonist: 6

Results for CCCNC(=O)C1(C)CCCN(C(=O)c2ccccc2F)C1 (stereo unspecified) ?
CHRM5 antagonist: 4; CHRM4 agonist: 0; CHRM4 PAM: 4; CHO-K1 Ca antag: -6; CHRM4 antagonist: -8; M5 PAM: 0; CHO-K1 Ca PAM: 22; M1 ag parental: 0.4; CHRM5 agonist: 0

How did O=C(CC1N=C2c3ccccc3N=C(SCc3ccccc3Cl)N2C1=O)NCc1ccco1 (stereo unspecified) do in these assays?
CHRM5 antagonist: 2; CHRM4 agonist: 1; CHRM4 PAM: 3; CHO-K1 Ca antag: -11; CHRM4 antagonist: -13; M5 PAM: -1; CHO-K1 Ca PAM: 17; M1 ag parental: 0.6; CHRM5 agonist: -5

What do the screens show for `Cc1ccccc1Nc1c([N+](=O)[O-])ccc2c1=NC1(CCCCC1)N=2`?
CHRM5 antagonist: -2; CHRM4 agonist: -1; CHRM4 PAM: -1; CHO-K1 Ca antag: 6; CHRM4 antagonist: 0; M5 PAM: 7; CHO-K1 Ca PAM: 5; M1 ag parental: 2.3; CHRM5 agonist: 1

Results for COc1ccc(-n2ccc(=O)c(C(=O)Nc3ccc(S(=O)(=O)Nc4nccs4)cc3)n2)cc1 ?
CHRM5 antagonist: 5; CHRM4 agonist: 0; CHRM4 PAM: 0; CHO-K1 Ca antag: -8; CHRM4 antagonist: -14; M5 PAM: -3; CHO-K1 Ca PAM: 11; M1 ag parental: -0.1; CHRM5 agonist: -1

How did O=C(CN1C2CCCC1CC(NC(=O)c1ccccc1)C2)Nc1ccccc1C(F)(F)F (stereo unspecified) do in these assays?
CHRM5 antagonist: 15; CHRM4 agonist: 0; CHRM4 PAM: -8; CHO-K1 Ca antag: 8; CHRM4 antagonist: -15; M5 PAM: -2; CHO-K1 Ca PAM: -11; M1 ag parental: -0.6; CHRM5 agonist: -5

Results for CCOC(=O)CSCC(NC(=O)OC(C)(C)C)C(=O)OCC (stereo unspecified) ?
CHRM5 antagonist: 3; CHRM4 agonist: 0; CHRM4 PAM: 2; CHO-K1 Ca antag: 5; CHRM4 antagonist: 2; M5 PAM: -3; CHO-K1 Ca PAM: -3; M1 ag parental: 0.0; CHRM5 agonist: -3

Results for N#C/C(=N\Nc1cccc(F)c1)C(=N)N1CCCCCC1 ?
CHRM5 antagonist: 16; CHRM4 agonist: 1; CHRM4 PAM: -9; CHO-K1 Ca antag: 3; CHRM4 antagonist: 9; M5 PAM: -5; CHO-K1 Ca PAM: -12; M1 ag parental: 0.7; CHRM5 agonist: 2

What do the screens show for `CC(C)OC(=O)N(C)C[C@@H]1OCc2ccccc2-c2c(n(C)c3ccccc23)C(=O)N([C@@H](C)CO)C[C@H]1C`?
CHRM5 antagonist: -11; CHRM4 agonist: 1; CHRM4 PAM: 14; CHO-K1 Ca antag: -17; CHRM4 antagonist: -11; M5 PAM: 8; CHO-K1 Ca PAM: 19; M1 ag parental: 0.4; CHRM5 agonist: -1

Compound activity from PubChem.

Hits appear at their usual frequency. About 2.7% of those tested had a hit in this group.
